Screens from PubChem.
KLF5 inh = suppresses KLF5 promoter-driven expression | DLD-1 KLF5 promoter-luciferase reporter, luminescence | inhibition, % at 5 µM | hit rate 0.23% among 290,000 | AID 1700;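 active = inhibition above a per-plate limit of that plate's mean compound inhibition plus 3 SD, cut at about 60% in these data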;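 note: 0% = DMSO wells and 100% = LY294002 at 200 µM; higher means less KLF5 promoter-driven luciferase light; inactives centre near -14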
HIF activator = HIF pathway transcriptional activation. U2OS HRE-luciferase reporter, luminescence; normalized: DMSO 0%, desferrioxamine 100%. activation, % at 7.5 µM (by protocol). hit rate 0.32% among 300,000;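 active = mean activation of at least 10% of the iron chelator positive control signal, with at least half of replicates also reaching 10%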
TRPC6 activator = mouse TRPC6 channel activation; Q61143; HEK293-TRPC6 membrane potential dye fluorescence; stronger effect = higher value; B-score at 10 µM; hit rate 0.13% among 310,000; AID 2550;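 active = B-score of the integrated fluorescence ratio above library mean plus 3 SD, and starting fluorescence ratio within library mean plus 5 SD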;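 note: higher score means more depolarization so channel activation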
MrgX1 antagonist = human MrgX1 receptor antagonism, primary screen; AID 588676; MRGX1-HEK293 calcium flux, Fluo-4, BAM8-22 antagonism; stronger effect = lower value; B-score at 10 µM; hit rate 1.3% among 310,000;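 active = calcium-response B-score plate-corrected more than 3 library SD below zero, starting fluorescence within 5 deviations, no agonist response on first addition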;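 note: peak minus trough fluorescence over baseline after final BAM8-22 challenge near maximal dose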
IEC-6 tox = counter-screen for KLF5 inhibitors: cytotoxicity in IEC-6 cells; IEC-6 cytotoxicity, luminescence viability; inhibition, % at 5 µM; hit rate 0.78% among 290,000; AID 1825; in the data active = inhibition above about 22%;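 note: 0% = plate median of test compound wells and 100% = cytotoxic reference compound wells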
TRPC4 block = inhibitors of mouse TRPC4 channel. hit rate 0.39% among 300,000. B-score at 10 µM. AID 2247. HEK293 TRPC4beta/mu-opioid, DAMGO-evoked Fluo4 calcium flux; stronger effect = lower value;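 active = B-score over 3 SD under the library average, no early fluorescence shift, positive overall ratio signal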
Target sequence (Q9QUQ5 whole entry, looked up): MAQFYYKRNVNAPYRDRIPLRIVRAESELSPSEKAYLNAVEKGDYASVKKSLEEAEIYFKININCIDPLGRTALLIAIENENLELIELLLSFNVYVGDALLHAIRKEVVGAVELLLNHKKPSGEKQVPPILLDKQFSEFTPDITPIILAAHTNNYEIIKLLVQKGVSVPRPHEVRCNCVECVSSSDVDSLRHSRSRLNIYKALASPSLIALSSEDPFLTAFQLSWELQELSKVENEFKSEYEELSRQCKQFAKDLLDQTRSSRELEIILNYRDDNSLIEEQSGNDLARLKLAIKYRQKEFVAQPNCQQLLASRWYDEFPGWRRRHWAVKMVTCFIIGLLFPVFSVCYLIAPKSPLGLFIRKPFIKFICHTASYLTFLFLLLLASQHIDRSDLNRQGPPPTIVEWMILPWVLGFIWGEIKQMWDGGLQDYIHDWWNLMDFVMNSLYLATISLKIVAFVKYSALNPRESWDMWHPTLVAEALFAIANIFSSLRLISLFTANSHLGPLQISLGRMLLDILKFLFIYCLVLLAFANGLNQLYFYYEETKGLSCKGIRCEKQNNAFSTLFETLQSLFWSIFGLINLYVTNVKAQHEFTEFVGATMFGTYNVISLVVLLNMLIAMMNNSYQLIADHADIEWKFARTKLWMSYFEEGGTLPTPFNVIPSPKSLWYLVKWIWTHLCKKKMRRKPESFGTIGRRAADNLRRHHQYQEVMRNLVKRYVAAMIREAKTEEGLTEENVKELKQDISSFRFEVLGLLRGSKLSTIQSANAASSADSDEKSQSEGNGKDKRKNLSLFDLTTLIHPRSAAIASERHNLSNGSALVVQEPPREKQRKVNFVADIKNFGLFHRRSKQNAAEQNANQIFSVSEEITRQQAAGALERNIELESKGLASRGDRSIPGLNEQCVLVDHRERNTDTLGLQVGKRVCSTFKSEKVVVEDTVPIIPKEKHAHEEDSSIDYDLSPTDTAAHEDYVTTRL
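Material: HEK293 cells with stable TRPC4beta plus mu-opioid receptor expression / Probe or stimulus: DAMGO in two steps, submaximal then maximal / Compound: single concentration per test compound / Technique: kinetic Fluo4 fluorescence imaging of calcium influx / Read-out: per-well B score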
aSyn 5UTR inh = MLPCN primary screen, SNCA 5' untranslated region | AID 1813 | inhibition, % (tested at 7.5 µM) | hit rate 0.82% among 300,000 | alpha-synuclein 5'UTR reporter, inhibitor activity; in the data active = inhibition above about 60%;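 note: H4 neuroglioblastoma cells stably carrying SNCA 5'UTR luciferase fusion; 0% = DMSO wells and 100% = positive control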
SKKanGAS inh = inhibitors of SKKanGAS S. pyogenes growth in kanamycin (SK-promoter or general growth effect); hit rate 1.3% among 300,000; inhibition, % at 7.5 µM; AID 1662; BacTiter-Glo, 6 h;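 active = mean replicate score, as percent of positive control median, at least 50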;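 note: strain carries kanamycin resistance gene driven by streptokinase promoter and grows in 40 µg/ml kanamycin; loss of luminescence reflects streptokinase promoter inhibition or plain growth inhibition; 0% = median of DMSO wells and 100% = positive control at its reference dose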
TRPC6 inhibitor = blocks the mouse TRPC6 cation channel; Q61143; HEK293-TRPC6, membrane potential dye, ACh-evoked depolarization; stronger effect = lower value; B-score at 10 µM; hit rate 1.1% among 310,000; AID 2553;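 active = B-score under library mean minus 3 SD, initial fluorescence not abnormally high, positive integrated signal ratio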;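 note: B-score derived from integrated fluorescence ratio over the kinetic read; more negative B-score means stronger inhibition of depolarization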
TRPC4 potent = allosteric potentiators of mouse TRPC4 channel. HEK293 TRPC4beta/mu-opioid, DAMGO EC20, Fluo-4 Ca2+ flux; stronger effect = higher value. B-score at 10 µM. hit rate 0.42% among 310,000. AID 2227;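 active = B-score of calcium response area above 5 SD of library B-scores, with initial fluorescence ratio within 5 SD of library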;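 note: B-score of integrated fluorescence ratio over time as area under calcium response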
TRPC4 act = TRPC4 (mouse) channel activation; hit rate 0.49% among 310,000; HEK293 TRPC4beta/mu-opioid, Fluo4 calcium fluorescence; stronger effect = higher value; Q9QUQ5; B-score at 10 µM; AID 2237;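 active = B-score above 5 SD of library B-scores, and initial fluorescence ratio not above library mean plus 5 SD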;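 note: positive B-score marks a calcium rise read as TRPC4 activation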
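system = HEK293 cells stably co-expressing mouse TRPC4beta and mu-opioid receptor | schedule = Fluo4 dye loading 45 min at room temperature, 110 s recording | measure = B-scored integrated calcium fluorescence ratio | signal = Fluo4 calcium-sensitive dye fluorescence, kinetic, 1 Hz baseline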
Active calls of the source: *; i = inactive; . = not tested or not shown.

nr	SMILES	KLF5 inh	HIF activator	TRPC6 activator	MrgX1 antagonist	IEC-6 tox	TRPC4 block	aSyn 5UTR inh	SKKanGAS inh	TRPC6 inhibitor	TRPC4 potent	TRPC4 act
1	CCOc1ccc(Cl)cc1S(=O)(=O)NCc1ccccn1	-27	-0.1	i	i	-1	i	-24	4	i	i	i
2	Cc1cc(C)n(CCOc2ccc(Cl)cc2Cl)n1	-38	-0.7	i	i	-3	i	23	2	i	i	i
3	O=C(O)c1c(Cl)c(Cl)c(Cl)c(Cl)c1C(=O)N1CCOCC1	-5	0.1	i	i	8	i	15	-9	i	i	i
4	N/C(=N\OC(=O)c1ccc(OCC(F)(F)F)nc1)c1ccc(Cl)cc1	-22	0.1	i	i	-2	i	-30	4	i	i	i
5	CCn1cc(SCC(=O)NC2CCCC2)c2ccccc21	-43	-0.1	i	i	-6	i	2	8	i	i	i
6	O=C(/C=N\O)NCCCNCc1ccccc1	-16	.	i	i	-8	i	3	-2	i	i	i
7	N#Cc1nc(COc2ccc(F)cc2)oc1NCCN1CCOCC1	-13	0.1	i	i	-3	i	-7	-4	i	i	i
8	O=C(CN1C(=O)CSc2ccc(S(=O)(=O)N3CCOCC3)cc21)NCCCN1CCCCC1	-1	0.3	i	i	1	i	-2	-2	i	i	i
9	CC(=O)Nc1ccc(S(=O)(=O)NCC(=O)NNC(=O)COc2ccccc2Cl)cc1	.	-0.3	i	i	.	i	14	14	i	i	i
10	COc1ccccc1C(=O)Nc1cccnc1	0	0.5	i	i	-1	i	-2	-6	i	i	i
11	CCc1cccc2c(C(=O)COC(=O)C3=NNC(=O)CC3)c[nH]c12	4	0.0	i	i	-8	i	2	0	i	i	i
12	CCc1ccc(NC(=O)COc2ccc(F)cc2C(=O)c2cnn(-c3ccccc3)c2)cc1	-41	1.4	i	i	-6	i	-130	-3	i	i	i
13	COc1ccc(-c2noc(=O)n2Cc2ccc(C#N)cc2)cc1	-47	-4.0	i	i	1	i	12	-2	i	i	i
14	COc1cccc(N2CCN(C(=O)c3cc4c(OC)c(OC)c(OC)cc4[nH]3)CC2)c1	-29	-25	i	i	5	i	-6	-5	i	i	i
15	COc1ccc(OC)c(/C=N/NC(=O)CC(=O)NCc2ccccc2)c1	-1	-0.3	i	i	7	i	9	4	i	i	i
16	CNc1nc2ccccc2n1N	13	-0.1	i	i	1	i	-51	-1	i	i	i
17	CCN(CC)c1ccc(NC(=O)Cn2cc3c(n2)CCC(C)C3)c(C)c1 (stereo not drawn)	-28	0.0	i	i	6	i	-44	-2	i	i	i
18	CCOC(=O)C1=C(CCl)NC(=O)NC1c1ccc2c(c1)OCO2 (stereo not drawn)	-29	0.4	i	i	-6	i	-14	-3	i	i	i
19	CC(C)NC(=O)c1cc2c(-c3ccc(Cl)cc3)nn(C)c2s1	-6	.	i	i	6	i	9	-1	i	i	i
20	COC(=O)C1=C[C@@H](C(=O)OC)[C@@H]2C3=C(C(=O)[C@@]2(C)NC(=O)c2ccccc2)[C@H](C)C(C(=O)OC)=C(C(=O)OC)[C@@H]3C1	.	-1.0	i	i	.	i	-1	1	i	i	i
21	CC1(C)CC(=O)C2=C(C1)c1c(ccc3ccccc13)NC2c1cc([N+](=O)[O-])cc([N+](=O)[O-])c1O (stereo not drawn)	-28	-0.2	i	i	1	i	-5	72*	i	i	i
22	COC(=O)c1ccc(/C=N/NC(=O)C(=O)NCC2CCCO2)cc1 (stereo not drawn)	-8	-0.6	i	i	-2	i	1	0	i	i	i
23	O=C(c1ccoc1)N1CCCC(Nc2ccc(F)c(F)c2)C1 (stereo not drawn)	-41	0.1	i	i	-8	i	9	-6	i	i	i
24	COc1ccc(-c2ccnc(SCC(=O)c3ccc(Br)cc3)n2)cc1	-17	0.4	i	i	5	i	7	2	i	i	i
25	Cn1cc(Br)c(C(=O)NC2CCCCCC2)n1	-42	0.5	i	i	6	i	-16	0	i	i	i
26	COC(=O)C1=CO[C@@H](O[C@@H]2OC(CO)[C@@H](O)[C@@H](O)[C@@H]2O)C2C1CC[C@]2(C)O (stereo partly drawn)	.	0.1	i	i	.	i	7	1	i	i	i
27	O=C(COC(=O)c1ccccn1)Nc1cc(Cl)ccc1Cl	-11	-0.3	i	i	-7	i	-3	-1	i	i	i
28	N#C/C(=C(/O)CCl)c1nc2ccccc2[nH]1	-33	-0.4	i	i	2	i	-8	3	i	i	i
29	Cn1ncc([N+](=O)[O-])c1C(=O)Nc1ccc(-c2nc3ccccc3o2)cc1	-23	0.2	i	i	4	i	-130	4	i	i	i
30	COCCN1C=C(C(=O)OC)C(c2cc(Br)c(OC)c(OC)c2)C(C(=O)OC)=C1	-5	0.3	i	i	0	i	36	-5	i	i	i
31	COc1ccc(-c2noc(N3CCC(C(=O)Nc4ccc(F)cc4F)CC3)n2)cc1	-26	-0.1	i	i	5	i	-7	0	i	i	i
32	CCOc1ccc(-n2c(C)nc(O)c2N=Nc2ccccc2)cc1	24	-1.0	i	i	2	i	-32	-4	i	i	i
33	CCc1ccc2[nH]c(=O)c(CN(Cc3ccco3)C(=S)NCC3CCCO3)cc2c1 (stereo not drawn)	14	-0.2	i	i	-4	i	7	-9	i	i	i
34	Cc1ccc(S(=O)(=O)N2CCOCC2)cc1NC(=O)COC(=O)c1cc(=O)[nH]c2ccccc12	-2	-0.3	i	i	6	i	11	-3	i	i	i
35	O=S(N1CCCCC1)C12CC3CC(CC(C3)C1)C2 (stereo not drawn)	-8	-0.2	i	i	-2	i	-3	-1	i	i	i
36	COC(=O)Nc1ccc(S(=O)(=O)N2CCC(C(=O)N3CCCCC3C)CC2)cc1 (stereo not drawn)	-20	-0.2	i	i	0	.	-8	-1	i	i	i
37	Oc1ccc(Br)cc1C=Nc1ccc2c3c(cccc13)CC2	8	0.7	i	i	8	i	-69	-23	i	i	i
38	COc1ccc(CN2C(=O)c3ccc(C(=O)O)cc3C2=O)cc1	-36	0.0	i	i	-1	i	1	-2	i	i	i
39	Cc1cc(N)c2cc(NC(=O)/C=C/c3ccccc3Cl)ccc2n1	7	-5.0	i	i	1	i	107*	37	-5.5*	i	i
40	C#Cc1ccc([C@H]2C=C(C(=O)NC3CC3)O[C@@H](OCC)[C@@H]2CCCO)cc1	-13	-0.1	i	i	2	i	11	0	i	i	i
41	Cc1c(C(=O)c2ccc(N(C)C)cc2)c2ccccn2c1CCC#N	-21	0.1	i	i	8	i	15	11	i	i	i
42	COc1cc(/C=C/C(=O)O)cc(OC)c1OC	1	-0.3	i	i	4	i	-5	-17	i	i	i
43	CSc1nnc(SCC(=O)NC(=O)c2ccccc2)s1	.	0.3	i	i	.	i	-7	12	i	i	i
44	COc1ccc(/C=C2\Sc3ccc(C(=O)N4CCOCC4)cc3N(C)C2=O)cc1	-21	0.9	i	i	2	i	-30	60*	i	i	i
45	Cc1ccc(SCc2ccc(C(=O)Nc3cc([N+](=O)[O-])ccc3C)cc2)cc1	5	0.5	i	i	-1	i	-4	-6	i	i	i
46	CCOC(CCn1c(SCC(=O)NC2CCCC2)nc2ccccc2c1=O)OCC	-22	0.0	i	i	1	i	-7	1	i	i	i
47	O=C(CSc1nnc(CNC(=O)c2c(F)cccc2Cl)o1)Nc1ccc2c(c1)OCCO2	-34	-0.6	i	i	1	i	13	-5	i	i	i
48	O=C(Nc1cccc(-c2ccc(N3CCOCC3)nn2)c1)c1ccc(Cl)cc1	.	2.9	i	i	.	i	-86	36	i	i	i
49	O=C(CNC(=O)N1CC(=O)Nc2ccccc21)NCc1cccc(Cl)c1	-24	1.5	i	i	3	i	21	1	i	i	i
50	CCOc1cccc2sc(NC(=O)c3ccc(Br)s3)nc12	-28	1.0	i	i	-3	i	-81	1	i	i	i

Further structures follow.
nr	SMILES	KLF5 inh	HIF activator	TRPC6 activator	MrgX1 antagonist	IEC-6 tox	TRPC4 block	aSyn 5UTR inh	SKKanGAS inh	TRPC6 inhibitor	TRPC4 potent	TRPC4 act
51	CC1=C(C)C(OCCCl)N(c2cc(O)c(Cl)cc2F)C1=O (stereo not drawn)	0	1.2	i	i	4	i	4	-12	i	i	i
52	Cc1ccc2cc3c(N)c(C(=O)Nc4c(C)[nH]c(=O)[nH]c4=O)sc3nc2c1	-7	-31	i	i	3	i	-27	-3	i	i	i
53	COc1cc(NC(=O)C(=O)NCCN(C)C)c(OC)cc1Cl	7	0.1	i	i	-3	i	-3	-1	i	i	i
54	OC(CNCCc1ccc(Cl)cc1Cl)COc1ccccc1 (stereo not drawn)	-66	-0.4	i	i	-1	i	-16	8	i	i	44*
55	O=C(COC(=O)c1ccccn1)c1ccc([N+](=O)[O-])cc1	-49	-0.1	i	i	2	i	11	22	i	i	i
56	Clc1ccc(-c2cc(-c3nnc4n3CCCCC4)c3ccccc3n2)cc1	-7	-0.7	i	i	-1	i	-4	1	i	i	i
57	N#C/C(=C\c1c(N2CCC(C(N)=O)CC2)nc2ccccn2c1=O)C(=O)NC1CCCCC1	-18	0.1	i	i	-5	i	2	1	i	i	i
58	O=C(N=c1ccn(-c2nc3ccccc3nc2NS(=O)(=O)c2ccccc2)cc1)c1ccccc1Cl	-24	0.2	i	i	-2	i	5	8	i	i	i
59	CN1C(=O)[C@H]2[C@@H](/C=C/c3ccccc3)N3C(=O)CN(CC4CC4)C(=O)[C@@]3(C)[C@H]2C1=O	-40	0.1	i	i	1	i	12	3	i	i	i
60	O=C1NC(=S)S/C1=C\c1cc2ccccc2nc1N1CCCCC1	-6	-0.5	i	i	4	i	18	41	i	i	i
61	Nc1cc(Cl)ccc1Oc1ccc2ccccc2c1	-66	0.5	i	i	0	i	-138	-1	i	i	i
62	O=C(CCNS(=O)(=O)c1ccc(Cl)cc1)N1CCCCCC1	-10	0.3	i	i	-6	i	-34	-4	i	i	i
63	O=C(Nc1nc(-c2ccccc2)ns1)c1ccncc1	3	0.1	i	i	4	i	-44	8	i	i	i
64	CCCCN(C)CCNS(=O)(=O)c1ccc2c(c1)n(C)c(=O)c(=O)n2C	-21	0.1	i	i	-6	i	-9	-1	i	i	i
65	N#Cc1c(-c2ccccc2)oc(=O)c2ccccc12	1	1.3	i	i	-3	i	-3	-3	i	i	i
66	O=C(OCc1cccc([N+](=O)[O-])c1)c1cccnc1Cl	11	-31	i	i	0	i	7	7	i	i	i
67	NNC(=O)c1csc(CS(=O)(=O)c2ccc(Cl)cc2)n1	-9	-0.3	i	i	2	i	9	-1	i	i	i
68	Cc1ccc(S(=O)(=O)NCCCCCC(=O)Nc2ccccn2)cc1	-9	-0.4	i	i	0	i	2	2	i	i	i
